esBAF inh = SWI/SNF esBAF complex inhibition; reporter increase, % at 12.5 µM; mouse ES cells, Bmi1-luciferase knock-in reporter, 24 h; 100% = twice the neutral-well signal; 350,000 tested, 2% active; in the data active means activation above about 40%;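 further: 0% = median of the plate's neutral control wells and 100% = double that signal; a rise in the Bmi1 reporter signal indicates esBAF inhibition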
RAD54 inh = blocks human RAD54 Holliday junction branch migration; FAM/BHQ fluorescence; inhibition, % at 10.4 µM; 360,000 tested, 0.14% active;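 active means mean normalized replicate activity at least 40 and at least half of replicates scoring 40 or more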;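 further: 0% = median of neutral control wells and 100% = median of positive control wells; inhibitors cause a drop in the FAM fluorescence signal; in these data hits start at about 50%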
XiGFP reactiv = X-chromosome reactivation activator; XiGFP mouse fibroblasts, % GFP-positive cells imaging, 3 d; cells co-treated with 5-aza-dC sensitizer; scaled so ellipticine positive control = 100%; activation, % at 7.58 µM; 360,000 tested, 0.055% active;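 active means mean normalized replicate activation at least 10% and every replicate at or above 10%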;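 further: 0% = median of on-plate neutral control wells and 100% = ellipticine 6 µM median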
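System: SV40-immortalized XiGFP fibroblast cells, line 68-5-11 / Incubation: 3-day compound exposure, then 15 min fixation at room temperature / Compound: single concentration per compound, delivered by pin transfer / Buffer or medium: DMEM plus 5-aza-dC sensitizer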
RAD52 inh = blocks human RAD52 DNA annealing. P43351. recombinant RAD52 DNA annealing, FRET fluorescence. inhibition, % at 18.7 µM. 360,000 tested, 0.46% active. AID 651710;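 active means every replicate showing at least 50% inhibition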
Target sequence (P43351 whole entry, looked up): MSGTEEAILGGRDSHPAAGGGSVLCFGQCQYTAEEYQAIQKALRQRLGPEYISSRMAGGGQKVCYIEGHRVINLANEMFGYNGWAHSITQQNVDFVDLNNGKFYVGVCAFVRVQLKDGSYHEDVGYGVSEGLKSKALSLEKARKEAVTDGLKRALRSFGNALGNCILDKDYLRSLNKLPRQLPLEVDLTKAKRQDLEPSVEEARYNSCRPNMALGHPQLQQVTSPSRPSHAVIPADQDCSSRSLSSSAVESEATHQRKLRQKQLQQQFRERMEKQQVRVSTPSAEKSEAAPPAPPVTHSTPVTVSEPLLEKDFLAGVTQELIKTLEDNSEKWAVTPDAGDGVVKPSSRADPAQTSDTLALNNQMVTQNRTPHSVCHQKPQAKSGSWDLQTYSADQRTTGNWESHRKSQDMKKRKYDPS
INS-1E GSIS act = primary screen for activators of insulin secretion dependent on glucose, INS-1E cells, GLuc reporter luminescence; INS-1E GLuc reporter insulin secretion, 2-3 h; activation, % at 16.6 µM; AID 743287; 370,000 tested, 0.61% active;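 active means lowest replicate activation of at least 40%, so every replicate reaches that level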;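 further: 0% = median of neutral control wells and 100% = median of IBMX positive control wells; some compounds called inactive have numbers as strong as hits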
ARNT TACC3 PPI = ARNT/TACC3 interaction disruption. Q9Y6A5. AlphaScreen His-ARNT PAS-B/GST-TACC3 binding, luminescence; TACC3 fragment carries E629A point mutation. inhibition, % at 9.99 µM. 390,000 tested, 0.66% active;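 active means mean inhibition of replicates at least 50% and at least half of replicates each reaching 50%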;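 further: 0% = complete ARNT plus TACC3 wells and 100% = ARNT alone without TACC3; many hits fall short of the cut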
F508del corr = CFTR F508del correction in bronchial cells; CFBE cells, YFP halide quenching; stimulated with forskolin plus potentiator P3; % fluorescence drop versus neutral controls; activity (quench increase), % at 7.58 µM; 350,000 tested, 0.36% active; AID 720511;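 active means mean added fluorescence quench of at least 8% versus neutral control, with both replicates also reaching 8%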;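 further: cells transiently co-express mutant CFTR-F508del with the halide-sensitive YFP; corrector assay measuring rescue of mutant channel to the surface after 24 h compound exposure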
ERAP1 HTS inh = ERAP1 (human) enzyme inhibition. Q9NZ08. recombinant ERAP1, Leu-AMC fluorescence, 60 min. inhibition, % at 10.7 µM. 340,000 tested, 0.15% active. AID 652197;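 active means mean replicate inhibition of at least 30%, or all replicates individually reaching that 30% level; inactive means mean below 30% and not every replicate reaching it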;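 further: 0% = neutral control wells and 100% = L-leucinethiol positive control wells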
The depositor's hits bear a star.

Results for C[C@@H](O)C#Cc1cnc2c(c1)C(=O)N([C@@H](C)CO)C[C@H](C)[C@H](CN(C)CC1CCOCC1)O2 ?
esBAF inh: -2; RAD54 inh: 4; XiGFP reactiv: -0.4; RAD52 inh: -5; INS-1E GSIS act: 7; ARNT TACC3 PPI: 6; F508del corr: 2.0; ERAP1 HTS inh: 2

How did COc1cc(C(=O)NC2CCN(C)CC2)ccc1Nc1ncc2c(n1)N(Cc1ccccc1)CCC(=O)N2C do in these assays?
esBAF inh: 4; RAD54 inh: 31; XiGFP reactiv: -0.2; RAD52 inh: 70*; INS-1E GSIS act: 11; ARNT TACC3 PPI: 0; F508del corr: -11

Results for CCCNC(=O)N[C@H]1CC[C@@H](CCn2cc(C3CCCC3)nn2)O[C@H]1CO ?
esBAF inh: -2; RAD54 inh: 9; XiGFP reactiv: 0.1; RAD52 inh: -10; INS-1E GSIS act: 26; F508del corr: -1.0

Results for C[C@@H]1CN([C@H](C)CO)C(=O)c2c(c3ccccc3n2C)-c2ccccc2CO[C@@H]1CN(C)C(=O)Nc1ccnc(N2CCOCC2)c1 ?
XiGFP reactiv: -0.1; RAD52 inh: -3; INS-1E GSIS act: -9; F508del corr: 3.0; ERAP1 HTS inh: -1

Results for COC(=O)[C@@]12C[C@@H](CC(=O)N3CCN(C(=O)C4CC4)CC3)C(=O)N(Cc3ccc4c(c3)OCO4)C1=CCC(C)(C)C2 ?
XiGFP reactiv: 0.2; RAD52 inh: -15; INS-1E GSIS act: -23; F508del corr: -0.6; ERAP1 HTS inh: -4

Results for CC(=O)Nc1cccc(NC(=O)c2ccc([N+](=O)[O-])cc2Cl)c1 ?
RAD54 inh: 3; XiGFP reactiv: 0.0; RAD52 inh: -3; INS-1E GSIS act: 1; ARNT TACC3 PPI: -24; ERAP1 HTS inh: 1

How did C[C@H](CO)N1C[C@H](C)[C@@H](CN(C)CC2CC2)Oc2ccc(NC(=O)CCCN(C)C)cc2C1=O do in these assays?
esBAF inh: -5; RAD54 inh: -9; XiGFP reactiv: 0.7; RAD52 inh: 13; INS-1E GSIS act: 7; ARNT TACC3 PPI: -3; F508del corr: 0.3; ERAP1 HTS inh: 8

How did CO[C@@H]1CN(C)C(=O)c2cc(NS(=O)(=O)c3ccc(-c4ccccc4)cc3)ccc2OC[C@@H](C)NC[C@@H]1C do in these assays?
esBAF inh: 3; RAD54 inh: -8; XiGFP reactiv: -0.1; RAD52 inh: 27; INS-1E GSIS act: 9; ARNT TACC3 PPI: 6; F508del corr: -2.8; ERAP1 HTS inh: 5

What do the screens show for `C[C@@H]1CCCCO[C@@H](CN(C)C(=O)c2ccncc2)[C@@H](C)CN([C@H](C)CO)C(=O)c2cc(NC(=O)c3ccccc3)ccc2O1`?
esBAF inh: -4; RAD54 inh: -4; XiGFP reactiv: 0.4; RAD52 inh: 2; INS-1E GSIS act: 34; ARNT TACC3 PPI: -14; F508del corr: -1.0; ERAP1 HTS inh: 1

How did Cc1ccccc1-n1ccnc1SCC(=O)Nc1cccc(S(=O)(=O)NC2=NCCC2)c1 do in these assays?
esBAF inh: 0; RAD54 inh: -7; XiGFP reactiv: 0.0; RAD52 inh: -14; INS-1E GSIS act: -3; F508del corr: 0.5; ERAP1 HTS inh: 0

Results for COC/C=C/C1=CC2=CC(=O)C(C)(OC(=O)c3cnc4ccccc4n3)C(=O)C2=CN1CCCOC(C)C (stereo not given) ?
esBAF inh: 7; RAD54 inh: -2; XiGFP reactiv: 0.0; RAD52 inh: -22; INS-1E GSIS act: 3; ARNT TACC3 PPI: 11*; F508del corr: -2.3; ERAP1 HTS inh: 2

Results for COCCNC(=O)/C(C#N)=C/c1cc(C)n(-c2ccc(C)cc2)c1C ?
XiGFP reactiv: 0.0; RAD52 inh: -31; INS-1E GSIS act: 5; ARNT TACC3 PPI: 28; F508del corr: -1.9; ERAP1 HTS inh: 2

What do the screens show for `COc1cccc(N2CCN(C(=O)C3CCN(S(=O)(=O)c4ccc5c(c4)CC(C)N5C(C)=O)CC3)CC2)c1` (stereo not given)?
esBAF inh: -15; RAD54 inh: 6; XiGFP reactiv: 0.0; RAD52 inh: -7; INS-1E GSIS act: 1; ARNT TACC3 PPI: 3; F508del corr: 0.5; ERAP1 HTS inh: 0

What do the screens show for `Cc1ccc[n+](CC(=O)Nc2ccc(Cl)c([N+](=O)[O-])c2)c1`?
esBAF inh: -5; RAD54 inh: 5; XiGFP reactiv: 0.0; RAD52 inh: 3; ARNT TACC3 PPI: 2; F508del corr: -2.8; ERAP1 HTS inh: 2

How did C[C@H](CO)N1C[C@H](C)[C@H](CN(C)C(=O)Nc2ccccc2)OCCCC[C@H](C)Oc2ccc(NC(=O)Nc3ccccc3)cc2C1=O do in these assays?
esBAF inh: 6; RAD54 inh: -2; XiGFP reactiv: 0.2; RAD52 inh: -2; INS-1E GSIS act: 0; ARNT TACC3 PPI: 2; F508del corr: 2.1; ERAP1 HTS inh: 6

What do the screens show for `Cc1[nH]n(-c2ncc(-c3ccccc3)s2)c(=O)c1C(c1ccc(Cl)cc1)C(C#N)C#N` (stereo not given)?
XiGFP reactiv: 0.3; RAD52 inh: -8; INS-1E GSIS act: -10; ARNT TACC3 PPI: 4; ERAP1 HTS inh: -3

Results for O=C(N/N=C/c1cccc(OC(=O)c2ccc([N+](=O)[O-])cc2)c1)c1cccnc1 ?
esBAF inh: -10; RAD54 inh: -6; XiGFP reactiv: 0.0; RAD52 inh: -25; INS-1E GSIS act: 2; ARNT TACC3 PPI: 1; F508del corr: 1.4; ERAP1 HTS inh: 1

What do the screens show for `Cc1c(C(=O)N(Cc2ccco2)Cc2cccs2)oc2ccccc12`?
esBAF inh: 1; RAD54 inh: -17; XiGFP reactiv: 0.0; RAD52 inh: -24; INS-1E GSIS act: -41; F508del corr: -2.9; ERAP1 HTS inh: 2

Results for Cc1ccc2[nH]c(=O)c3cc(C(=O)NCCN4CCN(C)CC4)sc3c2c1 ?
esBAF inh: 0; RAD54 inh: 57*; XiGFP reactiv: 0.1; RAD52 inh: 26; INS-1E GSIS act: 8; F508del corr: -1.5; ERAP1 HTS inh: -3

Results for CCOC(=O)c1c(S(=O)(=O)Nc2cccc(-c3ccno3)c2)c(C)n(C)c1C ?
esBAF inh: 3; RAD54 inh: -7; XiGFP reactiv: 0.1; RAD52 inh: -14; INS-1E GSIS act: 13; ARNT TACC3 PPI: -1; F508del corr: 0.7; ERAP1 HTS inh: 2

How did COc1ccc(CNC(=O)[C@@H](Cc2ccccc2)NC(=O)CC[C@H]2O[C@@H](n3ccc(=O)[nH]c3=O)[C@H](O)[C@@H]2O)cc1 do in these assays?
esBAF inh: -4; RAD54 inh: 4; RAD52 inh: -17; INS-1E GSIS act: -3; F508del corr: -0.8; ERAP1 HTS inh: 0

How did CC(C)(C)NC(=O)N1CCC(CO)(Cc2ccccc2Cl)CC1 do in these assays?
esBAF inh: 1; RAD54 inh: -7; XiGFP reactiv: 0.1; RAD52 inh: -11; INS-1E GSIS act: -9; ARNT TACC3 PPI: -1; F508del corr: 3.6; ERAP1 HTS inh: 8

Results for Cc1ccccc1NC(=O)C1CCN(C(=O)N2CCOc3ccccc32)CC1 ?
esBAF inh: 4; RAD54 inh: -7; XiGFP reactiv: 0.0; RAD52 inh: 0; INS-1E GSIS act: -9; ARNT TACC3 PPI: -5; F508del corr: -3.7; ERAP1 HTS inh: 5

Results for O=C(N[C@@H]1CC[C@@H](CCNC(=O)c2ccccc2F)O[C@@H]1CO)c1cnccn1 ?
esBAF inh: -3; RAD54 inh: 4; XiGFP reactiv: -0.3; RAD52 inh: 7; INS-1E GSIS act: -2; ARNT TACC3 PPI: 7; F508del corr: 4.4; ERAP1 HTS inh: 2

How did CCOc1ccc(Cn2nnc(C(=O)NCCc3ccccc3)c2N)cc1 do in these assays?
esBAF inh: 12; RAD54 inh: -11; XiGFP reactiv: 0.0; RAD52 inh: -1; INS-1E GSIS act: -5; ARNT TACC3 PPI: -7; F508del corr: 0.2; ERAP1 HTS inh: -1

What do the screens show for `COC(=O)c1ccc(C2c3c(oc4ccccc4c3=O)C(=O)N2CCCN2CCOCC2)cc1` (stereo not given)?
esBAF inh: -2; RAD54 inh: -6; XiGFP reactiv: 0.1; RAD52 inh: -4; INS-1E GSIS act: -7; ARNT TACC3 PPI: 0; F508del corr: 0.2; ERAP1 HTS inh: -6

How did O=C(Cc1ccccc1)N1CC(=O)N2[C@H](C1)[C@H](c1ccc(C3=CCCC3)cc1)[C@@H]2CO do in these assays?
XiGFP reactiv: 0.1; RAD52 inh: -65; INS-1E GSIS act: 17; F508del corr: -2.9; ERAP1 HTS inh: 0

Results for Cc1noc(C)c1NC(=O)N(C)C[C@@H]1Oc2ccc(N(C)C)cc2CC(=O)N([C@H](C)CO)C[C@@H]1C ?
esBAF inh: -3; RAD54 inh: -1; XiGFP reactiv: -0.2; RAD52 inh: -10; INS-1E GSIS act: 17; ARNT TACC3 PPI: 6; F508del corr: -5.1; ERAP1 HTS inh: -2

What do the screens show for `CNC(=O)C[C@H]1CC[C@@H]2[C@@H](COc3ccc(NC(=O)Nc4c(C)noc4C)cc3C(=O)N2C)O1`?
esBAF inh: 3; XiGFP reactiv: 0.2; INS-1E GSIS act: 8; F508del corr: -0.8

What do the screens show for `O=C(Nc1ccc(F)cc1)N1CC(=O)N2[C@@H](CO)[C@H](c3ccc(Br)cc3)[C@@H]2C1`?
XiGFP reactiv: -0.1; RAD52 inh: -3; INS-1E GSIS act: -17; F508del corr: -1.5; ERAP1 HTS inh: 2

Gathered by group, the compounds so far with fluorine (two)
Results for O=C(N[C@@H]1CC[C@@H](CCNC(=O)c2ccccc2F)O[C@@H]1CO)c1cnccn1 ?
esBAF inh: -3; RAD54 inh: 4; XiGFP reactiv: -0.3; RAD52 inh: 7; INS-1E GSIS act: -2; ARNT TACC3 PPI: 7; F508del corr: 4.4; ERAP1 HTS inh: 2

What do the screens show for `O=C(Nc1ccc(F)cc1)N1CC(=O)N2[C@@H](CO)[C@H](c3ccc(Br)cc3)[C@@H]2C1`?
XiGFP reactiv: -0.1; RAD52 inh: -3; INS-1E GSIS act: -17; F508del corr: -1.5; ERAP1 HTS inh: 2

(more compounds)
What do the screens show for `Cc1cc(C)cc(N(CC(=O)NC2CCCC2)C(=O)C2(C)CC(=O)N=C3C=CC=CN32)c1` (stereo not given)?
XiGFP reactiv: 0.0; RAD52 inh: -7; INS-1E GSIS act: -4; ARNT TACC3 PPI: -8; F508del corr: 2.1; ERAP1 HTS inh: 2

Results for O=c1cc(-c2ccc3c(c2)OCO3)oc2ccccc12 ?
esBAF inh: 28; RAD54 inh: 2; RAD52 inh: -7; INS-1E GSIS act: 10; ARNT TACC3 PPI: 6; F508del corr: -0.1; ERAP1 HTS inh: -7

How did COc1ccccc1CNC(=O)C[C@@H]1CC[C@H]2[C@@H](COC[C@H](O)CN2C(=O)Nc2ccc(Cl)cc2)O1 do in these assays?
esBAF inh: 4; RAD54 inh: 2; XiGFP reactiv: 0.0; RAD52 inh: 3; INS-1E GSIS act: -12; ARNT TACC3 PPI: -4; F508del corr: 4.4; ERAP1 HTS inh: -3

How did CC(=O)OCC1=C(C(=O)O)N2C(=O)C(NC(=O)c3ccc(COc4cccc(Cl)c4Cl)o3)C2SC1 (stereo not given) do in these assays?
esBAF inh: -5; RAD54 inh: -4; XiGFP reactiv: 0.0; RAD52 inh: -14; INS-1E GSIS act: -28; ARNT TACC3 PPI: -7; F508del corr: -2.2; ERAP1 HTS inh: 8

Results for COc1cc(C(=O)Nc2ccn(C)n2)ccc1OC(F)F ?
esBAF inh: 19; RAD54 inh: 1; XiGFP reactiv: 0.3; RAD52 inh: -11; INS-1E GSIS act: 4; ARNT TACC3 PPI: -2; F508del corr: 4.2; ERAP1 HTS inh: 2

Compound activity: PubChem, Broad Institute
